ELG1 DNA repair: inhibitors of ELG1-dependent DNA repair in HEK293T cells. Potency, µM (top dose mostly 46.1 µM), for inactives: top-dose activity change, negative = inhibition, hits mostly inhibitors. HEK293T ELG1-luciferase reporter, luminescence, 16 h; DNA damage induced by 5-fluorouridine. 2.3% of 330,000 active; also: potency is read from the fitted curve at half-maximal effect; % is scaled to controls: 0 for no effect and ±100 for the full control effect; nearly all actives have a fitted effect of over 55% in size
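Luminescence from the luciferase reporter, measured 30 min after ONE-Glo reagent at room temperature, was the read-out. Beforehand, 2,000 cells per well were exposed for 16 hr at 37 °C to 5-fluorouridine together with compound or vehicle.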
TCR act: activators of T cell receptors; primary human leukocytes, anti-CD3, IL-2 HTRF, 48 h; Potency, µM (series often up to 9.22 µM), without a hit: top-dose activation of IL-2 secretion, actives largely listed as activators; 330,000 tested, under 10 active; AID 504894; also: % of control where 0% means no effect
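Human primary leukocytes + a-CD3 beads + cpd, 48 hr; IL-2 in supernatant by HTRF (ex 320nm / em 665nm). No co-stimulatory signal supplied.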
TSHR antag: antagonists of human thyroid stimulating hormone receptor | AID 504810 | activity change, negative = inhibition, % at 11.5 µM | 0.2% of 330,000 active | TSHR-expressing cells, TSH-stimulated cAMP HTRF, 2 h; stronger effect = lower value;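 active = activity change below a set negative limit, meaning inhibition stronger than a set level, cut at about -70% in these data; inconclusive = activity change between two set negative limits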; also: % is scaled to controls: 0 for no effect and ±100 for the full control effect
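Inhibition of cAMP made by TSHR-expressing cells under TSH stimulation (4nM final, EC80; 2 h, 37 deg C) is quantified with a one-step lysis HTRF kit, anti-cAMP cryptate versus cAMP-d2.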
Eya2 inh: inhibitors of human Eya2 phosphatase activity | recombinant Eya2, OMFP fluorescence dephosphorylation (OMFP is methylfluorescein phosphate) | O00167 | 0.006% of 330,000 active | Potency, µM (series often up to 76.9 µM), for the others: at the top dose activity, negative = inhibition, hits mostly inhibitors; also: potency is read from the fitted curve at half-maximal effect; % is scaled to controls: 0 for no effect and ±100 for the full control effect
Target sequence (O00167 whole entry, looked up): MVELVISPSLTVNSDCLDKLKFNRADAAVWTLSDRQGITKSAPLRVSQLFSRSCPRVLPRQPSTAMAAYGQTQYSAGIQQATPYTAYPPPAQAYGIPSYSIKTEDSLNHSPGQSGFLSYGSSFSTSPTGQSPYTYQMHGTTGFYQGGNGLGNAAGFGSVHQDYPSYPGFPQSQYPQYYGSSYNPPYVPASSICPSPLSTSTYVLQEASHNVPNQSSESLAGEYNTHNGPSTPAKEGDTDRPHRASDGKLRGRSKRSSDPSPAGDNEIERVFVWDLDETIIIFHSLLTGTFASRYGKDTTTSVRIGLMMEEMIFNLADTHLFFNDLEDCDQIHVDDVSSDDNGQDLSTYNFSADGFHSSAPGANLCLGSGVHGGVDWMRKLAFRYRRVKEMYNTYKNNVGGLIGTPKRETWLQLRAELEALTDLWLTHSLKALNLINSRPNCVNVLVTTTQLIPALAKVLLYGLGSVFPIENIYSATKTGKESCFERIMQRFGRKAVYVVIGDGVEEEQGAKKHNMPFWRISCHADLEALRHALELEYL
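Eya2 (0.2 uM) preincubated 10 min at ambient with compound, then OMFP substrate added at 50 uM; 10 min reaction in 50 mM HEPES pH 7.5, 50 mM NaCl, 5 uM MgCl2, 0.05% BSA, 1 mM DTT. Fluorescence read at Ex 485/Em 525 nm.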
USP2a inh: USP2a (human) protease inhibition. USP2 core, Ub-CHOP2 coupled fluorogenic reporter, 485/531. 0.01% of 330,000 active. Potency, µM (doses to about 38.3 µM), inactives show at the highest dose activity change, negative = inhibition, most hits filed as inhibitors. O75604;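 also: potency is read from the fitted curve at half-maximal effect; plate controls were DMSO wells for no effect and full inhibition by NEM control for full effect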
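Deubiquitinase activity read as fluorescence (485/531 nm) after Ub-CHOP2 cleavage activates the enterokinase reporter on its substrate; USP2 core 10nM, Ub-CHOP2 and substrate 25nM each, 30min compound preincubation then 60min RT; data normalized to NEM, curves fitted.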
Mito fusion act: inhibitors of mitochondrial division or activators of mitochondrial fusion | S. cerevisiae fusion-defective mutant growth rescue, CellTiterGlo 48 h | Potency, µM (series often up to 46.1 µM), for the others: at the highest dose growth rescue (activation), usual class: activators | 0.23% of 320,000 active | AID 485298;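 also: potency is read from the fitted curve at half-maximal effect; % of control where 0% means no effect; nearly all actives have a fitted effect of over 45% in size; temperature-sensitive fusion mutants such as fzo1-1 at 37 °C on non-fermentable ethanol glycerol medium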
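Temperature-sensitive fusion-defective S. cerevisiae (e.g. fzo1-1, mgm1-5) were grown with compound in YPEG medium (3% ethanol, 3% glycerol) for 48 hours at 37C. Growth rescue was measured as viability by CellTiterGlo luminescence after 10 minutes at ambient.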
B2AR arrestin: beta2AR (human) beta-arrestin recruitment activity; AID 492947; Potency, µM (highest dose often 46.1 µM), inactives show top-dose activation, actives largely listed as activators; beta-arrestin recruitment to beta2AR, cell-based reporter; 0.02% of 330,000 active;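 also: potency is read from the fitted curve at half-maximal effect; 0% = DMSO controls and full agonism = EC100 isoproterenol or metaproterenol; nearly all actives have a fitted effect of over 65% in size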
uPA generation: cell surface uPA generation inhibition. cell surface uPA generation assay, qHTS. Potency, µM (highest dose often 38.3 µM), without a hit: top-dose activity change, negative = inhibition, most hits filed as inhibitors. 0.31% of 330,000 active; active = well fitted inhibition curve with a large enough effect; inconclusive = small, poorly fitted or top-dose-only effect; inactive = no such curve, though single readings can be large or run the other way; tested in mouse RAW 264.7 cells; also: potency is read from the fitted curve at half-maximal effect; % is scaled to controls: 0 for no effect and ±100 for the full control effect; nearly all actives have a fitted effect of over 55% in size
TSG101-PTAP inh: blocks PTAP/TSG101 interaction to inhibit HIV-1 budding | Q99816 | Fluorescence polarization, FITC-PTAP peptide / Tsg101 binding | Potency, µM (top dose mostly 115 µM), inactives show top-dose activity change, negative = inhibition, most hits filed as inhibitors | 340,000 tested, under 10 active | AID 493005; active = well fitted inhibition curve with a large enough effect in the main read-out, with a control signal flat, not every such curve was filed as active; inconclusive = small, poorly fitted or top-dose-only effect, or effect the other way, or a change in a side signal; inactive = no such curve, though single readings can be large or run the other way; also: potency is read from the fitted curve at half-maximal effect; % of control where 0% means no effect
Target sequence (Q99816 whole entry, looked up): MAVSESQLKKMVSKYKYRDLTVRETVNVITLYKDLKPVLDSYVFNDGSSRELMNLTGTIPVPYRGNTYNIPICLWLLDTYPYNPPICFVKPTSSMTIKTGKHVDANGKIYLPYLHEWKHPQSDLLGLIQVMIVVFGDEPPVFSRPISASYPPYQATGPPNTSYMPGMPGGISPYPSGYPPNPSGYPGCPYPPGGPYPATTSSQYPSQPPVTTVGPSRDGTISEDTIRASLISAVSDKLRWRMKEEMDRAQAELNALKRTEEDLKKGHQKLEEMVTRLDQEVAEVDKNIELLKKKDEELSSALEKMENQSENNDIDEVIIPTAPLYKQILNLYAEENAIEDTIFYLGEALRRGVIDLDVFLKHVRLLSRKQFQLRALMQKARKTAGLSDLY
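Fluorescence polarization binding of Tsg101 binding domain (10 uM final) to FITC-labeled PTAP peptide (50 nM final) in HEPES pH 7.5 buffer with NaCl, Tween 20, EDTA, TCEP. Compounds added before peptide; binding 20 min at RT.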
Chronic BCR inh: inhibitors of chronic active B-cell receptor signaling; ABC-DLBCL IkBa-CBG/CBR reporter, luminescence ratio, 4 h; Potency, µM (doses to about 46.1 µM), inactives show top-dose ratio change, negative = lower green/red ratio, most hits filed as inhibitors; 0.05% of 340,000 active; active = well fitted inhibition curve with a large enough effect in the signal ratio, with a control signal flat, not every such curve was filed as active; inconclusive = small, poorly fitted or top-dose-only effect, or effect the other way, or a change in a side signal; the % refers to the signal ratio;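 also: potency is read from the fitted curve at half-maximal effect; plate controls were basal doxycycline-induced cells for no effect and cells given 10 µM MG132 for full effect; MG132 reads +100%, hits lower the ratio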
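Doxycycline induced both beetle luciferases in TMD8 lymphoma cells; IKK-driven degradation limits the IkappaBalpha-fused green signal, while red luminescence normalises for cell number and nonspecific effects. Compounds tested up to 46 uM, 4 hrs.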
Tb PFK block: inhibitors of T. brucei phosphofructokinase; T. brucei PFK, ADP-Glo luminescence; Potency, µM (highest dose often 57.5 µM), for the others: at the highest dose activity, negative = inhibition, usual class: inhibitors; 0.17% of 330,000 active; AID 485367;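 also: potency is read from the fitted curve at half-maximal effect; 0% = uninhibited 1x PFK enzyme wells and -100% = no-enzyme wells; nearly all actives have a fitted effect of over 60% in size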
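Luminescent ADP detection (ADP-Glo, two-step: ATP depletion then ADP-to-ATP conversion for luciferase) reported PFK activity after 45 min room-temperature reaction of 1.25 nM enzyme with 0.5 mM F6P and 0.1 mM ATP at pH 8.0.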
* marks the source's active call; other numbers are inactive results; ? = inconclusive; . = no result given; & = joins results of further samples; [ ] = remark or other dose. Unless noted, calls follow the shape of the dose curve; as a rule, active = well fitted curve in the direction sought with a large enough effect; inconclusive = small, poorly fitted or top-dose-only effect, or another doubt; inactive = no such curve, though single readings can be large; an effect the other way counts as inactive or inconclusive.

SMILES | ELG1 DNA repair | TCR act | TSHR antag | Eya2 inh | USP2a inh | Mito fusion act | B2AR arrestin | uPA generation | TSG101-PTAP inh | Chronic BCR inh | Tb PFK block
CCOC(=O)c1cc(S(=O)(=O)NCCc2ccc(OC)c(OC)c2)cn1C | 1% | 0% | 2 | -5% | 1% | 3% | -0.2% | 1% | 1% | 11% | -1%
CC(=O)Nc1ccc(S(=O)(=O)N2CCNC(=O)C2)cc1 | 5% | 10% | -11 | 0% | 3% | . | -0.4% | 0% | -1% | -3% | 7%
Cc1cccc(CNc2ncnc3ccc(-c4cccnc4)cc23)c1 | 0% | -1% | -2&-17 | -20%&-8% | -4%&2% | -7% | 0.2%&-2.9% | 6% | -5% | -29%&-9% | -10%&5%
Cc1ccc(-n2c([O-])nc(-[n+]3ccccc3)c2C=O)cc1 | 16% | 6% | 83 | 7% | 1% | 1% | -0.1% | 10% | -3% | 0% | 4%
Nc1ccc(-c2nc3ncccc3o2)c(Cl)c1 | ? | 7% | -8 | -12% | 2% | 0% | -0.5% | -12% | -1% | ? | 9%
C/C(=N\N1CCN(c2ccccc2)CC1)c1ccccc1O | 10% | -3% | 1 | -11% | 2% | 1% | -0.2% | 1% | -1% | 6% | 0%
CCc1cccc2c(C(=O)CN3C(=O)C(=O)N(C4CCCC4)C3=O)c[nH]c12 | 1% | 5% | 0 | -13% | 0% | 14% | 0.4% | 0% | -6% | 7% | 1%
NCCNc1ccc([N+](=O)[O-])cc1 | 5% | -8% | -4 | -5% | 4% | -2% | -0.2% | 4% | -3% | 11% | ?
Cn1c(SCC(=O)NC(=O)Nc2ccccc2)nnc1-c1ccncc1 | 13% | -31% | 3 | 14% | 0% | -1% | 0.4% | 1% | 1% | 2% | -5%
COCC(=O)Oc1c(Sc2ccccc2[N+](=O)[O-])c(C)nn1C(C)(C)C | -9% | -1% | 2 | 5% | -5% | 1% | 0.0% | -2% | -3% | 0% | 3%
COc1ccc(O)c(-c2[nH]ncc2C(=O)c2ccccc2)c1 | 23µM* | 4% | -1 | -3% | 0% | 4% | -0.2% | 4% | -5% | 3% | -1%
CCCCN(C(=O)CSc1nnc(-c2ccccc2)n1C)c1c(N)n(Cc2ccccc2)c(=O)[nH]c1=O | -24% | 1%[46.1 µM] | -8 | 1% | 2% | 0% | 0.1% | 2% | 2% | ? | 3%
COCCC(=O)N1CCC(Oc2ccc(C(=O)NCCSC)cc2)CC1 | -7% | 3% | 12 | 18% | 0% | -1% | -0.2% | 7% | -1% | -3% | -7%
COC(=O)c1c(-c2ccc(F)cc2)csc1NC(=O)c1ccco1 | ? | 6% | -36 | -7% | -1% | -11% | 2.7% | 0% | 0% | ? | 1%
Oc1ccccc1/C=N/NC(=S)NC1CC2C=CC1C2 (configuration not stated) | ? | -3% | 7 | -7% | 0% | -3% | ? | 2% | 0% | ? | 5%
CC(C)c1ccc(-c2cc(C(=O)NN3CCN(C)CC3)c3ccccc3n2)cc1 | ? | -1%[46.1 µM] | 16 | -13% | -1% | -39%[inhibitor] | 0.4% | -4% | 0% | ? | -12%
O=C(COC(=O)c1ccc2c(c1)OCO2)NCc1ccc(Cl)cc1 | -2% | -2% | 3 | -17% | 1% | 9% | -0.6% | -4% | -4% | -2% | 0%
Cc1ccccc1NS(=O)(=O)c1cc(C(=O)NCCC2=CCCCC2)ccc1C | ? | -3% | 4 | -10% | 3% | 12% | 0.0% | -4% | -9% | 2% | 0%
CC(C)N(C(=O)Cn1c(Cl)nc2ccccc21)C(C)C | -1% | -1% | -5 | 9% | 5% | 4% | 0.2% | 4% | -2% | 7% | -2%
O=C(CCCN1C(=O)/C(=C/c2ccccc2Cl)SC1=S)NNC(=O)c1ccccc1 | -16% | 2%[46.1 µM] | -2 | -9% | 1% | 1% | -0.6% | ? | -2% | ? | 14%
COc1ccc(-c2noc(CN3CCN(C(=O)c4cccs4)CC3)n2)c(OC)c1OC | ? | -2% | 7 | 5% | 2% | -5% | -0.1% | -14% | -5% | -13% | 0%
CC(C)CCCN1C(N(C)C)=NC[C@@H]1Cc1ccccc1 | -8% | 2% | 1 | -17% | -3% | -2% | -1.0% | ? | . | -5% | -13%
CCOc1nc2ccccc2cc1C=O | -6% | -3% | -8 | -1% | -1% | -5% | -0.2% | -4% | 2% | ? | -1%
CN(CC(=O)NCCc1ccc(S(N)(=O)=O)cc1)S(=O)(=O)/C=C/c1ccccc1 | 2% | -1% | -4 | -8% | -5% | -2% | -0.4% | -2% | -5% | 2% | 1%
Cc1onc(C(=O)Nc2c(C)n(C)n(-c3ccccc3)c2=O)c1[N+](=O)[O-] | -15% | 1% | 5 | -9% | -5% | -6% | -0.9% | -1% | -4% | 10% | -3%

An excerpt of these results, in CSV form:
molecule,ELG1 DNA repair,TCR act,TSHR antag,Eya2 inh,USP2a inh,Mito fusion act,B2AR arrestin,uPA generation,TSG101-PTAP inh,Chronic BCR inh,Tb PFK block
Cc1cccc(CNc2ncnc3ccc(-c4cccnc4)cc23)c1,0%,-1%,-2&-17,-20%&-8%,-4%&2%,-7%,0.2%&-2.9%,6%,-5%,-29%&-9%,-10%&5%
CCc1cccc2c(C(=O)CN3C(=O)C(=O)N(C4CCCC4)C3=O)c[nH]c12,1%,5%,0,-13%,0%,14%,0.4%,0%,-6%,7%,1%

(more compounds)
SMILES | ELG1 DNA repair | TCR act | TSHR antag | Eya2 inh | USP2a inh | Mito fusion act | B2AR arrestin | uPA generation | TSG101-PTAP inh | Chronic BCR inh | Tb PFK block
CC(=O)c1c(C)[nH]c(C(=O)N2CCc3ccccc32)c1C | ? | 4% | -1 | 12% | 2% | 2% | 0.0% | -1% | 0% | 8% | 0%
CCOCCCNC(=O)c1cc2c(-c3ccc(Cl)cc3)nn(C)c2s1 | 21µM* | -2% | -12 | 2% | 2% | -3% | 0.3% | -17% | 2% | 10% | -1%
COc1ccc(CN(C)C(=O)c2sccc2-c2ccccc2)c(OC)c1 | -12% | 0% | -18 | -15% | -4% | 0% | -0.9% | 0% | -5% | -8% | 4%
COc1ccc(CN2C(=O)N(c3ccc(OC)cc3)C(=O)C2CC(=O)Nc2ccccc2)cc1 (configuration not stated) | 6% | -4% | 1 | -1% | 1% | 1% | -0.6% | 5% | -4% | -1% | 8%
O=C(CN1C(=O)NC(Cc2c[nH]c3ccccc23)C1=O)Nc1cccc(S(=O)(=O)N2CCCC2)c1 (configuration not stated) | -2% | . | -14 | -11% | -2% | 19% | -0.5% | -1% | 1% | -5% | -2%
O=C(O)c1cccc(S(=O)(=O)Nc2ccc(S(=O)(=O)N3CCOCC3)cc2)c1 | 12% | 2% | -4 | -3% | 2% | -4% | -0.6% | 1% | -14% | 6% | 0%
Cc1n[nH]c(C)c1S(=O)(=O)N1CCN(S(=O)(=O)c2cccc(F)c2)CC1 | 8% | . | 12 | 19% | -1% | -4% | 2.6% | -6% | -1% | -6% | -6%
O=C(CN1CCN(S(=O)(=O)c2ccccc2)CC1)Nc1ccc2c(c1)OCO2 | -4% | -16% | 6 | -8% | -2% | 0% | 0.1% | 3% | -1% | 3% | 0%
O=C(Nc1ccccc1)c1ccccc1OCC(O)CN1C(=O)c2ccccc2S1(=O)=O (configuration not stated) | ? | -3% | -9 | 10% | 2% | -1% | -0.5% | 1% | -3% | ? | 0%
Cc1ccc2cc3c(nc2c1)N(c1ccccc1)CC3 | -18% | -16% | -17 | 5% | 1% | -4% | -0.4% | 1% | -1% | 2% | 1%
NC(=NCCc1ccccc1)NS(=O)(=O)c1ccc2ccccc2c1 | -9% | 4%[46.1 µM] | -13 | 1% | 2% | -2% | -1.8% | 1% | 0% | 2% | -2%
CC(CN1CCCC(C(N)=O)C1)c1ccccc1 (configuration not stated) | 6% | . | -6 | -2% | 2% | -2% | -0.2% | . | -8% | 5% | 0%
COc1ccc(S(=O)(=O)N2CCCC2=O)cc1N(C)S(C)(=O)=O | 4% | 2% | -16 | -7% | 5% | 0% | 0.5% | 6% | -3% | 0% | 3%

Random draw from the library; overall some 3% were active at least once.
